Source: PubChem BioAssay
hcDAF12 agonist = H. contortus DAF-12 nuclear receptor activators, primary screen, cell-based, luminescence, HEK293, lit1-tk-luc reporter; HEK293 hcDAF-12 lit1-tk-luc reporter; 0% DMSO, 100% Δ7-dafachronic acid; activation, % at 6.8 µM; actives 1.4% (n = 370,000);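 active = activation above the mean of all tested compounds plus 3 SD, cut at about 5.5% in these data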;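 note: 100% = response to 3 µM Δ7-dafachronic acid high control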
ADAM10 inh = human ADAM10 inhibitors, primary screen, biochemical, QFRET, HTS. recombinant ADAM10, EDANS/DABCYL FRET peptide cleavage, 3 h. Disintegrin and metalloproteinase domain-containing protein 10 (Homo sapiens), O14672. inhibition, % at 7 µM. actives 0.62% (n = 370,000);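 active = inhibition above a per-campaign cutoff equal to the mean of compounds falling between control-based bounds plus 3 SD, cut at about 20% in these data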;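 note: 0% = DMSO wells while the 100% control is not disclosed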
Target sequence (O14672 214-748 limits assumed): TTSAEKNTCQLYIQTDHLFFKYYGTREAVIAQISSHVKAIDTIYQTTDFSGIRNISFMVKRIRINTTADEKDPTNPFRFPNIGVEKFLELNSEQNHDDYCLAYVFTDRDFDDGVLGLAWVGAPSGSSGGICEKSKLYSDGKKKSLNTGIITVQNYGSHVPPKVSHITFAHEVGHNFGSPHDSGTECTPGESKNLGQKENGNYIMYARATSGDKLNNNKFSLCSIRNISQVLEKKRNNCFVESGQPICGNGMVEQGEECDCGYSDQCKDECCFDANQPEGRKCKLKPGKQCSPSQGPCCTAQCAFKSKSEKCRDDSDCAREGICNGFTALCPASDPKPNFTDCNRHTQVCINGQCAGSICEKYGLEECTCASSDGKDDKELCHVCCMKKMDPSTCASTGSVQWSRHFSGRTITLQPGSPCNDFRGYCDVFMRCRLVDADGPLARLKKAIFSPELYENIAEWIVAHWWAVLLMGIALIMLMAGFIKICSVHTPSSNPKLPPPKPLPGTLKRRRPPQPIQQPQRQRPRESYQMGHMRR
DAX1 inh-1 = DAX1 (NR0B1) inhibitors, primary screen, cell-based, HEK293, Gal4-DAX1, luciferase luminescence; Nuclear receptor subfamily 0 group B member 1 (Homo sapiens), P51843; HEK293 Gal4-DAX1 luciferase reporter; inhibition, % at 6.75 µM; actives 0.99% (n = 340,000); AID 504766, 2011;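 active = inhibition above the mean over all tested compounds plus 3 SD, cut at about 4.2% in these data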;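 note: 0% = DAX1-transfected cells with DMSO and 100% = empty-vector control cells with DMSO; inhibition shows as a rise in luminescence from relieved DAX1 repression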
Target sequence (P51843 207-470 limits assumed): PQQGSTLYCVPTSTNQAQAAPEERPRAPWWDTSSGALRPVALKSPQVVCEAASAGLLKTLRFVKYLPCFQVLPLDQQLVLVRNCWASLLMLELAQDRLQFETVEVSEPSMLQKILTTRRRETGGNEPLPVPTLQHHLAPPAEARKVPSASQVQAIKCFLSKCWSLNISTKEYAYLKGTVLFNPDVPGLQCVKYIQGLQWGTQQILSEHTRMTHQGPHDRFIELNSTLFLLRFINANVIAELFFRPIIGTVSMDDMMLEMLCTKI
PLC-beta3 inh = human PLC-beta3 inhibitors, primary screen, biochemical, fluorescence; Purified PLC-beta3, fluorogenic substrate; inhibition, % at 12.2 µM; AID 720704, 2013; actives 0.18% (n = 370,000); 1-phosphatidylinositol 4,5-bisphosphate phosphodiesterase beta-3 (Homo sapiens), Q01970; in the data active = inhibition above about 11%;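 note: 0% = median of compound wells on plate and 100% = full blocker control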
ssDAF-12 act = S. stercoralis DAF-12 nuclear receptor activators, primary screen, cell-based, luminescence, HEK293, GRIP1 co-expression, lit1-tk-luc | HEK293 ssDAF-12/GRIP1 lit1-tk-luc reporter; % of 3 µM dafachronic acid response | Nuclear hormone receptor DAF-12 (Strongyloides stercoralis) | AID 652126, 2013 | actives 1% (n = 370,000) | activation, % at 6.8 µM;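 active = activation above the mean over all tested compounds plus 3 SD, cut at about 0.9% in these data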;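 note: 0% = DMSO-only wells and 100% = 3 µM delta7-dafachronic acid wells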
DAX1 inh-2 = DAX1 (NR0B1) inhibitors on StAR promoter, primary screen, cell-based, luminescence, SF-1 (NR5A1), full-length DAX-1 | HEK293T StAR-luciferase reporter, SF-1/DAX-1 repression relief | inhibition, % at 6.8 µM | actives 1.1% (n = 370,000) | AID 652010, 2013;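 active = inhibition above the mean over all tested compounds plus 3 SD, cut at about 3.6% in these data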;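 note: 0% = DAX-1 cells with DMSO and 100% = cells lacking DAX-1 with DMSO; higher inhibition means more luminescence from relief of DAX-1 repression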
GAA850 FXN act = FXN promoter activators, primary screen, cell-based, luciferase luminescence, HEK293 lucGAA850; HEK293 lucGAA850 FXN promoter luciferase reporter, 24 h; percent of 10 µM SAHA response; activation, % at 6 µM; actives 0.56% (n = 360,000); AID 540364, 2011;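 active = activation above the average of all compounds screened plus 3 SD, cutoff fixed separately per campaign, cut at about 7.5% in these data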;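 note: 0% = DMSO wells and 100% = 10 µM SAHA wells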
sPLA2-III inh = human group III sPLA2 inhibitors, primary screen, biochemical, QFRET, BODIPY PC-A2 liposome substrate. QFRET BODIPY PC-A2 liposome hydrolysis, fluorescence. inhibition, % at 12.2 µM. actives 0.56% (n = 370,000). AID 743126, 2013;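 active = inhibition above mean plus 3 SD of compounds lying within the high and low control bounds, cut at about 19% in these data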;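 note: 0% = median of test compound wells and 100% = no enzyme DMSO wells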
hgDAF-12 ag = H. glycines DAF-12 receptor agonists, primary screen, cell-based, luminescence, HEK293, GAL4 fusion, UAS-luciferase | Nuclear hormone receptor DAF-12 (Heterodera glycines), GAL4 fusion | HEK293 GAL4-hgDAF12 UAS-luciferase reporter, agonist luminescence; normalized to butyrate control | activation, % at 6.8 µM | actives 1.8% (n = 370,000);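 active = activation above a cutoff set at the mean of all screened compounds plus 3 SD, cut at about 10% in these data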;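 note: 0% = DMSO wells and 100% = sodium butyrate wells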
PLC-gamma1 inh = PLC-gamma1 enzyme inhibitors, primary screen, biochemical, fluorescence, purified enzyme; 1-phosphatidylinositol 4,5-bisphosphate phosphodiesterase gamma-1 (Homo sapiens), P19174; fluorogenic substrate; inhibition, % at 12.2 µM; actives 0.84% (n = 370,000); AID 720700, 2013; in the data active = inhibition above about 9.5%
ADAM17 inh = ADAM17 inhibitors, primary screen, biochemical, QFRET; Disintegrin and metalloproteinase domain-containing protein 17 (Homo sapiens), P78536; recombinant ADAM17, EDANS/DABCYL FRET peptide cleavage; inhibition, % at 6.95 µM; actives 0.83% (n = 370,000);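 active = inhibition above the mean of compounds lying between control limits plus 3 SD, set per campaign, cut at about 8.5% in these data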;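 note: 0% = DMSO-only wells as the low control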
* hit, by the source's call; i = inactive; . = no result given.

SMILES	hcDAF12 agonist	ADAM10 inh	DAX1 inh-1	PLC-beta3 inh	ssDAF-12 act	DAX1 inh-2	GAA850 FXN act	sPLA2-III inh	hgDAF-12 ag	PLC-gamma1 inh	ADAM17 inh
CCOC(=O)c1nc(Nc2ccccc2CC)c2ccccc2n1	-2.6	-1	-1.2	-6	-1.4	-0.7	-0.3	-2	-1.1	3	3
CN(C)S(=O)(=O)c1cccc(NC(=O)C2Cc3ccccc3CN2C(=O)c2ccccc2)c1 (stereo not given)	0.3	-1	0.2	-9	0.6	-0.2	-0.9	-11	1.7	-3	-2
COC(=O)C(NC(=O)c1ccc(F)cc1)(Nc1ncc(S(=O)(=O)c2ccc([N+](=O)[O-])cc2)s1)C(F)(F)F (stereo not given)	-2.9	-4	-1.2	0	-1.3	-0.6	9.8*	-35	-3.4	1	1
COc1ccc(N2CCN(C(=S)Nc3cc(C)cc(C)c3)CC2)cc1	-1.4	6	0.4	5	-0.7	0.9	0.6	8	0.1	2	0
CC1CCc2cc(F)cc3c(O)c(C(=O)NCC4CCCO4)c(=O)n1c23 (stereo not given)	-0.9	-40	-0.2	-4	-1.2	0.2	0.4	0	0.3	-4	-13
O=C(O)c1ncc(-c2ccccc2)cn1	-1.0	0	1.9	5	-0.9	-0.4	2.0	15	0.5	3	-4
Nc1nc(-c2ccccc2)nn1C(=O)Cc1ccccc1	-0.4	-7	-0.4	-1	-1.6	0.0	-1.4	5	2.2	-1	-2
Cn1c(SCC(=O)NC2CCCCCC2)nnc1-c1cccs1	-0.1	1	-0.5	4	-1.5	-0.6	-1.1	-2	-3.0	3	0
O=C1CSC(c2cccc([N+](=O)[O-])c2)N1c1ccccc1 (stereo not given)	-1.3	-3	-0.7	0	-0.8	0.1	1.4	4	-0.6	-1	-3
CNC(=O)N(O)C1N(/N=C/c2cccnc2)C(=S)SC1(C)C (stereo not given)	-1.2	-1	-0.6	1	-2.2	0.2	0.5	-3	-0.7	-1	-7
Cc1cc(-c2ccc(C(C)C)c(S(=O)(=O)N3CCN(c4ccccc4)CC3)c2)on1	-0.5	4	-3.1	-5	-1.5	-4.9	-2.9	1	1.0	1	-2
CC(=O)c1cc2cc(O)ccc2o1	1.7	i	0.2	i	-0.7	-0.7	-0.6	4	1.6	i	i
O=C(CNC(=O)c1ccc(OC(F)F)cc1)NCC1(N2CCOCC2)CCCCC1	0.8	-9	0.0	1	-0.7	0.0	0.4	8	2.4	2	-4
CO[C@@H]1CN(C)C(=O)c2ccc(NS(=O)(=O)c3c(C)noc3C)cc2OC[C@@H](C)NC[C@@H]1C	-0.3	3	.	1	-0.5	0.1	.	3	0.8	1	-1
O=C(CCC1CCCCC1)Nc1cccnc1	-0.8	0	-0.4	5	-1.0	-0.4	2.2	6	-0.7	6	6

Random excerpt: 5 records from the list
SMILES	hcDAF12 agonist	ADAM10 inh	DAX1 inh-1	PLC-beta3 inh	ssDAF-12 act	DAX1 inh-2	GAA850 FXN act	sPLA2-III inh	hgDAF-12 ag	PLC-gamma1 inh	ADAM17 inh
CCOC(=O)c1nc(Nc2ccccc2CC)c2ccccc2n1	-2.6	-1	-1.2	-6	-1.4	-0.7	-0.3	-2	-1.1	3	3
O=C(CNC(=O)c1ccc(OC(F)F)cc1)NCC1(N2CCOCC2)CCCCC1	0.8	-9	0.0	1	-0.7	0.0	0.4	8	2.4	2	-4
CC1CCc2cc(F)cc3c(O)c(C(=O)NCC4CCCO4)c(=O)n1c23 (stereo not given)	-0.9	-40	-0.2	-4	-1.2	0.2	0.4	0	0.3	-4	-13
CO[C@@H]1CN(C)C(=O)c2ccc(NS(=O)(=O)c3c(C)noc3C)cc2OC[C@@H](C)NC[C@@H]1C	-0.3	3	.	1	-0.5	0.1	.	3	0.8	1	-1
O=C1CSC(c2cccc([N+](=O)[O-])c2)N1c1ccccc1 (stereo not given)	-1.3	-3	-0.7	0	-0.8	0.1	1.4	4	-0.6	-1	-3

Additional results.
SMILES	hcDAF12 agonist	ADAM10 inh	DAX1 inh-1	PLC-beta3 inh	ssDAF-12 act	DAX1 inh-2	GAA850 FXN act	sPLA2-III inh	hgDAF-12 ag	PLC-gamma1 inh	ADAM17 inh
CCOc1ccc(NC(=O)CCCNC(=O)Cn2cnc3sc(C)c(C)c3c2=O)cc1	-2.5	1	2.0	1	-0.7	0.0	2.8	-3	-1.3	2	1
COc1cc(CN2C[C@@H](CO)O[C@@H](n3cnc4c(NCc5ccncc5)ncnc43)C2)cc(OC)c1OC	-2.1	-2	.	0	-1.1	0.2	-1.2	4	-5.0	-1	-4
O=C1CC(=O)Nc2cc(S(=O)(=O)NCc3cccs3)ccc2N1	1.4	-7	-0.1	-5	-1.6	-0.5	0.6	4	2.3	0	-5
O=S(=O)(NC1CCCCCC1)c1cccc2cccnc12	-0.9	-6	1.1	0	-1.9	0.8	-0.6	-4	-2.1	-1	-2
CN1CCN(C(=O)c2cccn(Cc3c(Cl)cccc3Cl)c2=O)CC1	-2.5	-1	1.9	-1	-0.7	-0.3	-1.0	0	0.3	3	-1
Cc1cc(C)n(CCC(=O)N/N=C/c2ccccc2O)n1	-4.2	-50	-1.0	-24	-1.5	0.9	-3.5	1	-0.4	-18	-8
Clc1ccc(-n2cc(COCc3ccccc3)nn2)cc1	5.2	-3	0.0	-4	0.4	3.8*	6.3	-4	21*	-3	-3
O=Cc1c(N2CCN(c3cccc(Cl)c3)CC2)nc2ccccn2c1=O	0.8	-26	-0.1	-10	-0.6	-0.3	-0.6	0	-0.1	-13	-9
CC(=O)CSc1nc2ccccc2o1	0.4	1	-0.7	1	-0.7	0.9	3.6	-7	3.5	0	0
Cc1ccc(CN(C)C[C@H]2OCc3cnnn3CCCC(=O)N([C@@H](C)CO)C[C@@H]2C)cc1	-0.9	-5	1.2	1	-1.1	-0.1	1.1	1	0.2	0	-1
CSC(=NS(=O)(=O)c1ccc(C)cc1)SC	-1.2	-5	0.2	-2	-0.6	-0.3	-1.9	6	-0.8	1	-2
COC(=O)c1c(NC(=O)Cn2nc(C(F)F)cc2C(F)F)sc(C)c1C	-1.1	13	1.1	0	-1.4	-0.6	1.9	-8	0.2	2	3
Cc1cccc(C(=O)NCC(=O)NNC(=O)c2ccccc2O)c1	6.1*	-120	3.6	-22	0.2	0.2	-0.2	18	-0.5	-22	-27
Cc1cc(C(C)(C)C)cc(C)c1N	-1.6	-4	0.0	-1	-1.2	-0.3	-0.3	7	0.3	1	-5
CCOCCCNC(=O)C(c1ccc(OC)cc1)N(Cc1cccs1)C(=O)CNC(C)=O (stereo not given)	-1.1	-12	-0.1	-6	-1.8	0.6	1.2	2	0.6	2	-4
CNC(=S)N/N=C/c1cn(CCOc2cccc(OC)c2)c2ccccc12	-0.7	14	-0.6	5	-0.7	-0.7	1.5	-11	-1.0	4	7
Cc1cccc(CSCc2ccc(C(=O)NC(C)C)o2)c1	-0.7	-1	-0.9	-6	-1.1	-0.4	2.6	-4	-0.4	0	4
CC(C)CNc1cccc2c1S(=O)(=O)N(Cc1cn(Cc3ccc(F)cc3)nn1)Cc1ccccc1O2	-3.5	-18	.	-18	-1.1	-0.7	.	-4	-2.9	-12	0
CC(=O)Nc1ccc(NC(=O)C2CCCN2C(=O)NCc2ccccc2)cc1 (stereo not given)	0.1	-1	-0.2	-4	-0.5	-0.1	1.8	4	-0.2	1	0
COc1ccc(-n2c(CNC(=O)c3ccc(S(=O)(=O)N4CCCC4)cc3)n[nH]c2=S)cc1	1.5	-5	-0.9	1	-0.9	0.5	1.9	8	3.4	0	-3
CCCCC1(O)CC(C(F)(F)F)=NN1C(=O)COc1ccccc1 (stereo not given)	-2.6	5	-0.2	-2	-2.0	-0.3	1.4	-24	-2.1	-4	0
COc1ccc(Cn2ccnc2SCC(=O)Nc2ccc(F)cc2F)cc1	-0.8	2	-0.1	-2	-1.4	-0.4	-0.7	-6	0.7	0	1
CC(C)OC(=O)/C(=C\c1ccccc1)NC(=O)c1ccccc1	-0.5	5	0.1	5	-2.2	-0.7	1.1	-3	1.1	2	1
CSc1cccc(N2CC(C(=O)Nc3cccc(S(=O)(=O)N4CCCC4)c3)CC2=O)c1 (stereo not given)	-2.0	2	-1.9	3	-1.8	-1.2	-3.0	-2	-0.9	0	-2
CC(Sc1ccc(S(=O)(=O)N2CCN(C)CC2)cn1)C(=O)NC1(C#N)CCCCC1 (stereo not given)	-1.2	-2	0.0	4	-1.1	-0.6	0.5	-3	-0.7	-2	-2
CC(=O)N1CCN(S(=O)(=O)c2ccc(C)cc2)C1C (stereo not given)	-0.1	-7	3.4	-8	-0.8	2.7	-0.2	6	0.5	1	-4
Cc1ccc(-c2nn(-c3ccccc3)cc2C(=O)Nc2ccc(C)c(S(=O)(=O)N3CCOCC3)c2)cc1	-3.4	10	-1.2	4	-1.3	-1.0	-2.4	1	-1.9	9.6*	4
Cc1cccc2c(=O)n3c(cc12)-c1[nH]c2ccccc2c1CC3	0.7	i	0.6	-478	-0.3	0.4	-2.8	2	-0.3	-357	-145
Cc1c(C(=O)NC2CCCCC2)oc2c1C(=O)CC(C)(C)C2	-2.1	-14	0.3	1	-1.9	-0.9	0.2	2	0.7	3	-4
CCc1ccc(N2CCN(C(=O)N3CCOCC3)CC2)cc1	-1.5	-3	0.7	0	-1.4	-0.6	2.7	-4	1.3	1	-2
CCCN(CC(=O)Nc1ccccc1OC)C(=O)c1cc(-c2ccccc2)nn1-c1ccccc1	0.7	0	0.1	-2	-1.2	-0.6	0.7	-18	0.3	0	4
COc1ccc(-c2nc3c(c(SCC(=O)Nc4cccc(O)c4)n2)Cc2c(CO)cnc(C)c2O3)cc1	1.0	5	-0.6	-32	-1.2	-0.7	2.1	6	-3.7	-17	5
CN(C)c1ccc(NC(=O)CSc2n[nH]c(-c3ccco3)n2)cc1	-1.8	1	-0.6	1	-1.3	-1.1	0.9	0	-2.2	0	-1
